PGE2 EP2 inh: blocks the human prostaglandin E2 receptor EP2 | C6 glioma cells expressing human EP2, cAMP TR-FRET; cells stimulated with saturating PGE2 | inhibition, % at 25 µM | 260,000 tested, 0.52% active | AID 1422;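 active means percent inhibition above 40 after rounding to a whole number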;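 further: rat C6 glioma host cells with rolipram phosphodiesterase inhibitor present; the protocol text gives 20 µM as final concentration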
Target sequence (P43116 whole entry, looked up): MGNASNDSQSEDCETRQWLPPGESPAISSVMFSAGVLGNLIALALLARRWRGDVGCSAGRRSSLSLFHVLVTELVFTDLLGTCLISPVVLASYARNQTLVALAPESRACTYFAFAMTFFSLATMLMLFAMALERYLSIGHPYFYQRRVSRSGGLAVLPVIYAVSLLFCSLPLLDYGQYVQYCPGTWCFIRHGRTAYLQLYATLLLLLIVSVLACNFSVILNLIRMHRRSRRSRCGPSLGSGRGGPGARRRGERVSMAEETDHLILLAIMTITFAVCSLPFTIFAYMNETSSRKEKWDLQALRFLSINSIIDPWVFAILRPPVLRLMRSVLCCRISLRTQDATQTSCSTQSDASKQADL
EP2 mod: modulators of human EP2 prostaglandin E2 receptor; P43116; EP2-expressing cells, cAMP HTRF FRET, PGE2 co-stimulation; 260,000 tested, 0.83% active; induction, % at 25 µM;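 active means compounds whose cAMP rise, as percent of the full-agonist control response, exceeds 60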;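 further: rat C6 glioma line stably carrying human EP2 under a CMV promoter; the protocol text gives 20 µM as final concentration; 100% = response of wells given 1 µM PGE2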
* hit, by the source's call; & = joins results of further samples.

SMILES	PGE2 EP2 inh	EP2 mod
CCC1Oc2nc3ccc(OC)cc3cc2CN(CCOC)C1=O (centres undefined)	7	-35
CCOc1ccc(NC(=O)CSc2n[nH]c(-c3ccccc3O)n2)cc1	8	-32
CCCC(c1nnnn1Cc1ccco1)N(Cc1cc2ccc(C)c(C)c2[nH]c1=O)C1CCCCC1 (centres undefined)	11	60
CCOC(=O)c1sc(NC(=O)CN2CCC(O)(c3ccccn3)CC2)nc1C	7	-8
COC(=O)c1c(-c2ccccc2)csc1NC(=O)c1cc(OC)c(OC)c(OC)c1	7	51
Cc1cccc(C2(O)CCN(C(=O)c3noc(C)c3Cn3cccn3)CC2)c1	6	-22
CCc1ccc2[nH]c(=O)c(C(c3nnnn3Cc3ccccc3)N3CCC(C)CC3)cc2c1 (centres undefined)	12	55
CC(=O)O[C@@H]1CC[C@]2(C)C(=C[C@H]([C@@H]3C=C4C[C@@H](OC(C)=O)CC[C@]4(C)C4=C3[C@@H]3C[C@@H]5O[C@@]6(CC[C@H](C)CO6)[C@@H](C)[C@@H]5[C@@]3(C)CC4)C3=C2CC[C@@]2(C)[C@@H]4[C@@H](C)[C@]5(CC[C@H](C)CO5)O[C@@H]4C[C@H]32)C1	40*	20
CCOC(=O)c1ccc(N2CCCC2)cc1	10	-21
Cc1ccc(C)c(NC(=O)Cn2cc(C#N)c3ccccc32)c1	12	-17
CS(=O)(=O)N(CC(=O)NCc1ccccn1)C1CCCCC1	11	-2
CCCOc1ccc(C2C3=C(CCCC3=O)NC3=C2C(=O)CCC3)cc1	8	-17
CC(=O)Oc1ccc(C(=O)Nc2nnc(C(C)(C)C)s2)cc1	12	-56
CCn1c(CNc2cccc(Cl)c2)nnc1SCC(=O)OC(C)C	19	-25
OC(CN1CCN(c2ccccc2Cl)CC1)c1ccc2c(c1)CCO2 (centres undefined)	8	-48
C=CCn1c(N(C)Cc2ccccc2)nc2c1c(=O)n(C)c(=O)n2C	12	11
CCOc1c(Cl)cc(C2C3=C(CCCC3=O)N(C)C3=C2C(=O)CCC3)cc1Cl	9	37
O=C(Nc1cccc(-c2nc3ncccc3o2)c1)c1ccc2ccccc2c1	12	-39
CC[N+]1(CCOc2ccc(C34CC5CC(CC(C5)C3)C4)cc2)CCOCC1	15	30
Cc1ccccc1C(=O)NC1CCN(CC(=O)N2CCCCC2C)CC1 (centres undefined)	12	-1
OC[C@@H]1CCC[C@H](n2cnc3c(=S)nc[nH]c32)O1	11	23
Cc1ccc(NC(=O)COC(=O)c2ccccn2)cc1	9	10
O=C1NC(c2cccs2)C(C(=O)c2cccs2)=C1O (centres undefined)	11	-21
CC(C)NC(=O)CSc1nc(-c2ccco2)cc(C(F)(F)F)n1	14	-121
COc1ccc(OC)c(CC(=O)N2CC[C@@H](c3ccccc3)[C@H](O)C2)c1	2	8

The list goes on.
SMILES	PGE2 EP2 inh	EP2 mod
CCn1c(=O)oc2cc(S(=O)(=O)N(Cc3cccnc3)C3CC3)c(Cl)cc21	-1	-55
Cc1ccc(C(=O)Nc2ncc([N+](=O)[O-])s2)cc1C	14	-82
N#Cc1cc2cc3c(cc2nc1SCC(=O)N1CCc2ccccc2C1)OCCO3	19	-34
Cc1cc(C)c2[nH]c(=O)c(CN(CCCN(C)C)C(=S)NC3CCCCC3)cc2c1	6	-85
Cc1ccc(NC(=O)CSc2nnc(-c3ccccc3Br)n2C)c(Br)c1	14	14
Cc1cc(Cl)ccc1OCC(=O)Nc1nnn(C)n1	6	-18
CC1CC(C)N(C(=O)c2cc(-c3ccccc3)on2)C(C)C1 (centres undefined)	13	-10
O=C(CN1C(=O)c2ccccc2S1(=O)=O)NCCSCc1ccccc1Cl	8	-28
O=C(NC1CCCCC1)C(c1ccc(Cl)cc1)N(C(=O)Cc1cccs1)C1CC1 (centres undefined)	7	22
CCC(c1nnnn1C(C)(C)CC)N(Cc1ccco1)Cc1cc2cc(C)ccc2[nH]c1=O (centres undefined)	7	90*
O=C(Cn1c(-c2cccs2)cc2cccnc21)NCC1CC1	6	-21
CCOc1ccc(Cn2c(=O)oc3ccc(C)cc32)cc1	3	-8
O=C(CN1CCC(c2nc3ccccc3s2)CC1)Nc1ccc2c(c1)OCCO2	13	-189
CNC(=S)N1CCC(C(=O)c2ccc(F)cc2)CC1	11	-20
CCCc1nc2ccc(NC(=O)C(C)(C)C)cc2c(=O)n1Cc1ccccc1Cl	5	-34
C=CCn1c(N2CCC(C(=O)NCCc3c[nH]c4ccc(C)cc34)CC2)nc2ccccc21	4	-68
CCCOC1CCCN(Cc2c(C)n(CC(=O)NC3CC3)c3ccccc23)C1 (centres undefined)	5	-66
CC[C@H]1CC[C@H]2[C@H]3CC=C4C[C@H](OC(C)=O)[C@@H](N)C[C@@]4(C)[C@@H]3CC[C@]12C	38	26
COc1ccc(C2CCN(CC(=O)Nc3nc(C)cs3)CC2)cc1	7	-95
COc1ccccc1N(CC(=O)NC1CCCC1)C(=O)Cn1nnc(-c2ccc(F)cc2)n1	8	-11
CC1CCCCN1C(=O)C1COc2ccccc2O1 (centres undefined)	21	-27
Cc1cccc(NC(=O)c2sc(NC(=O)C(C)C)c(C#N)c2C)c1C	10	-26
CCn1cc(C(=O)Nc2cc(C)cc(C)c2)c(=O)c2ccc(C)nc21	9	30
Cc1ccc2c(c1)C(O)CC1(CCN(CC(O)c3ccc(F)cc3)CC1)O2 (centres undefined)	5	-63
CN(CC(=O)Nc1ccc2c(c1)OCCO2)S(=O)(=O)c1ccccc1	7	-90

The list continues:
SMILES	PGE2 EP2 inh	EP2 mod
COc1cc(/C=C/C2=CCN(C)CC2)ccc1OCC(=O)Nc1cccc(Cl)c1	9	-78
Cc1nc2c(C(=O)Nc3ccc(N4CCOCC4)cc3)snc2c(=O)[nH]1	15	5
Nc1cc(-c2cccs2)nn(CC(=O)NC(c2ccccc2)c2ccccc2)c1=O	5	-25
Cc1cc2cc(CN(CCN3CCOCC3)Cc3nnnn3C(C)(C)C)c(=O)[nH]c2cc1C	8	-18
Cc1ccc(C2(O)CCN(CCNC(=O)c3cc4c(s3)CCC4)CC2)cc1	3	-38
Cc1cc(C)c2cc(C)c3nnc(SCC(=O)Nc4nc5c(s4)CCCC5)n3c2c1	15	13
C[C@@H](CN1CCC(Cc2ccccc2)CC1)[C@@H](O)c1ccc(O)cc1	12	4
CCOC(=O)[C@H](CCc1ccccc1)N[C@H]1CCc2ccccc2N(CC(=O)O)C1=O	7&21	14
Cc1cc2nnn(C[C@@H](C)NC(=O)Cn3nnc4ccccc43)c2cc1C	0	-38
CSc1nc2c(c(=O)n(C)c(=O)n2C)n1CCCc1ccccc1	8	-1
Cc1sc2ncn(CC(=O)N3CCOCC3)c(=O)c2c1-c1ccc(Cl)cc1	6	-29
COc1ccccc1NC(=O)CSc1ncnc2sc3c(c12)CCC(C)C3 (centres undefined)	15	13
Cn1cc(C(O)CN2CCN(c3ccc(F)cc3F)CC2)c2ccccc21 (centres undefined)	6	-74
Cc1csc(NC(=O)CSc2nc(C(C)C)nc3sc(C)c(C)c23)n1	13	37
Cc1nn(CC(=O)O)c(=O)c2cc3ccsc3n12	8	-22
CC1CC(C)CN(S(=O)(=O)c2ccc(Br)cc2)C1 (centres undefined)	9	32
COc1cc(CN2CCC(O)(c3ccccc3)C2)ccc1OC1CCCC1 (centres undefined)	6	-81
CC(C)C(=O)Nc1ccc(N2CCN(C(=O)C(C)C)CC2)c(Cl)c1	9	-9
CCOC(=O)C(=O)Nc1nc2ccc(OCC)cc2s1	10	58
CSc1nc2c(c(=O)n(C)c(=O)n2C)n1Cc1cccc2ccccc12	6	38
O=C(c1ccc(F)cc1F)N1CCC(n2nnc3ccccc3c2=O)CC1	7	-28
COc1cc(OC)cc(C(=O)Nc2cc(NC(=O)c3cccs3)ccc2C)c1	15	-6
O=C(Cc1ccc(-c2ccccc2)cc1)N1CCn2c(nnc2C2CC2)C1	6	-60
COC(=O)COc1ccc(S(=O)(=O)N2CCN(c3ccccc3F)CC2)cc1Cl	19	-81
COc1ccccc1NC(=O)N(CCCN1CCOCC1)Cc1cc2ccc(C)c(C)c2[nH]c1=O	8	-21

Taken from the results shown, 15 compounds:
SMILES	PGE2 EP2 inh	EP2 mod
COc1cc(/C=C/C2=CCN(C)CC2)ccc1OCC(=O)Nc1cccc(Cl)c1	9	-78
Cc1nc2c(C(=O)Nc3ccc(N4CCOCC4)cc3)snc2c(=O)[nH]1	15	5
Nc1cc(-c2cccs2)nn(CC(=O)NC(c2ccccc2)c2ccccc2)c1=O	5	-25
Cc1cc2cc(CN(CCN3CCOCC3)Cc3nnnn3C(C)(C)C)c(=O)[nH]c2cc1C	8	-18
Cc1ccc(C2(O)CCN(CCNC(=O)c3cc4c(s3)CCC4)CC2)cc1	3	-38
Cc1cc(C)c2cc(C)c3nnc(SCC(=O)Nc4nc5c(s4)CCCC5)n3c2c1	15	13
C[C@@H](CN1CCC(Cc2ccccc2)CC1)[C@@H](O)c1ccc(O)cc1	12	4
CCOC(=O)[C@H](CCc1ccccc1)N[C@H]1CCc2ccccc2N(CC(=O)O)C1=O	7&21	14
Cc1cc2nnn(C[C@@H](C)NC(=O)Cn3nnc4ccccc43)c2cc1C	0	-38
CSc1nc2c(c(=O)n(C)c(=O)n2C)n1CCCc1ccccc1	8	-1
Cc1sc2ncn(CC(=O)N3CCOCC3)c(=O)c2c1-c1ccc(Cl)cc1	6	-29
COc1ccccc1NC(=O)CSc1ncnc2sc3c(c12)CCC(C)C3 (centres undefined)	15	13
Cn1cc(C(O)CN2CCN(c3ccc(F)cc3F)CC2)c2ccccc21 (centres undefined)	6	-74
Cc1csc(NC(=O)CSc2nc(C(C)C)nc3sc(C)c(C)c23)n1	13	37
Cc1nn(CC(=O)O)c(=O)c2cc3ccsc3n12	8	-22

(listing goes on)
SMILES	PGE2 EP2 inh	EP2 mod
CC(C(=O)NCCCN1CCCc2ccccc21)N1C(=O)NC(C)(C)C1=O (centres undefined)	9	-63
CC1(C)Cc2c(sc3nc4[nH][nH]c(=S)n4c(=O)c23)CO1	8	0
COc1ccc(/C=C/c2cc[n+](C)cc2)cc1OC	13	-27
CCCNC(=O)c1ccc(COc2ccc(Cl)cc2)o1	11	-32
CCc1cccc(N(C(=O)c2csnn2)C(C(=O)NC2CCCC2)c2ccc(C)o2)c1 (centres undefined)	12	1
Cc1ccc(C)c2[nH]c(=O)c(CN(CCCO)C(=O)Nc3ccccc3)cc12	12	-10
CCOc1ccc2[nH]c(=O)c(CN(C3CCCCC3)C(c3nnnn3C(C)(C)C)C(C)C)cc2c1 (centres undefined)	15	-10
COc1cccc(OCc2nnc(SCC(=O)c3cc(F)ccc3O)o2)c1	9	-77
COc1ccc(-c2cc3nc(C)c(C)c(N4CCCC4)n3n2)cc1	8	12
CCOC(=O)Cn1nnnc1C(CC)N(Cc1cc2ccc(C)cc2[nH]c1=O)C1CCCCC1 (centres undefined)	17	40
CCC(CC)N1CCN(C(=O)c2cccc(Cl)c2)CC1	10	-13
CC[C@@H](c1ccc2cc(O)ccc2c1)C(C)(C)C(=O)O	8	20
CCOC(=O)c1sc(NC(=O)c2ccccc2F)c(C#N)c1C	11	-28
O=C(CSc1ncccn1)Nc1ncc(Cc2ccc(Br)cc2)s1	7	-8
Cc1ccc(N2CC(C(=O)Nc3nc4ccccc4s3)CC2=O)cc1 (centres undefined)	9	-92
COc1ccccc1CC(=O)NC(C)c1nc(-c2ccncc2)n[nH]1 (centres undefined)	1	-5
O=C(CSc1nnc(-c2ccccc2Cl)o1)N1c2ccccc2CCc2ccccc21	23	44
Cc1c(OCC#N)ccc2c(-c3ccccc3)cc(=O)oc12	13	2
CC(=O)Nc1c[nH]c(=O)[nH]c1=O	8	-6
COc1ccc(C2C(C(C)=O)=C(O)C(=O)N2CC#N)cc1OC (centres undefined)	9	1
COc1ccccc1CN(Cc1ccc(Sc2ncccn2)o1)CC1CCCO1 (centres undefined)	6	39
CCCN1CNc2c(c(=O)n(C)c(=O)n2C)C1	9	18
CC(NS(=O)(=O)c1ccccc1)C(=O)NCC1CCCO1 (centres undefined)	8	-54
COC(=O)c1ccc(S(=O)(=O)N(Cc2cc3cc(OC)ccc3[nH]c2=O)C2CCCC2)cc1	12	21
OCCCc1nc2ccccc2n1Cc1ccc(Cl)cc1Cl	15	10

(next part)
SMILES	PGE2 EP2 inh	EP2 mod
Nc1nc(=O)c2[nH]cnc2n1O	3	43
C=CCOc1ccccc1NC(=O)c1cnc(N2CCOCC2)nc1	4	3
COc1ccc2cc3c(N)[nH]nc3nc2c1	15	-93
C=CCn1c(SCC(=O)OC)nc2c1c(=O)n(C)c(=O)n2C	14	18
Cc1ncc([N+](=O)[O-])n1CC(=O)Nc1ccccc1Cl	3	15
CCc1nc(NC(=O)c2cc(C3CCCCC3)no2)sc1C	3	-4
Cc1ccc2[nH]c(=O)c(CN(Cc3ccc4c(c3)OCO4)S(=O)(=O)c3ccccc3Cl)cc2c1	11	29
CC(C)Oc1ccc(C(=O)NC(=S)Nc2ccc(Cl)cn2)cc1	9	3
O=c1[nH]c(N2CCCC2)nc2c1CCN(Cc1cc(Cl)ccc1O)C2	8	-34
CCc1cc2cc(C)c(C)cc2nc1SCC(=O)Nc1cc(OC)ccc1OC	5	29
COc1ccc(OC)c(C(c2nnnn2C(C)(C)C)N2CCN(C3CCCC3)CC2)c1 (centres undefined)	5	-45
Cc1ccc2cccc(NC(=S)NC(=O)c3cccnc3)c2n1	33	-33
COCCNC(=O)CN1CCC(O)(c2ccc(F)cc2)CC1	12	1
CCCOc1ccc(-c2nnn(CC(=O)NCCc3ccc(OC)c(OC)c3)n2)cc1	12	8
CCOc1ccc2[nH]c(=O)c(CN(CCO)C(=O)c3cnccn3)cc2c1	22	-18

A portion of the library; the hit share may differ from the screen's.
